Screening results from PubChem BioAssay.
SIAE inh: inhibitors of human sialic acid acetylesterase SIAE; Q9HAT2; SIAE FP-Rh probe binding, fluorescence polarization; inhibition, % at 9.66 µM; 0.69% of 370,000 active;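 active = inhibition above a cutoff: mean of compounds within the control limits plus 3 SD of those, cut at about 17% in these data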;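 note: 0% = plate median of compound wells and 100% = probe without SIAE protein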
PRMT1 inh: PRMT1 (human) inhibition, primary screen; inhibition, % at 2.79 µM; AID 652257; recombinant PRMT1, activity-based probe fluorescence polarization; Q99873; 1.3% of 370,000 active;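 active = inhibition above about 21% made by adding two undisclosed values, limit read from the data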
Target sequence (Q99873 whole entry, looked up): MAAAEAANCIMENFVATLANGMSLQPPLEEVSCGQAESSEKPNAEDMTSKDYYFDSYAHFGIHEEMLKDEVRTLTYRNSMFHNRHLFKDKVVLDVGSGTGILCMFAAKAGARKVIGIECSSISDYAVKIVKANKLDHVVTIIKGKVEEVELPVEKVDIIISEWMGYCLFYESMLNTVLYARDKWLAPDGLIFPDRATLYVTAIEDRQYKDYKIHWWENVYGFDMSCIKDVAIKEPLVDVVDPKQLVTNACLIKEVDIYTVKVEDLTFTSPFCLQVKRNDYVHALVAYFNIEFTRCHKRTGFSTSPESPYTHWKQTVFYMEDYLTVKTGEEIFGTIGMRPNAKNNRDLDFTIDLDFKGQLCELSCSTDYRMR
LEDGF integ inh: blocks HIV-1 LEDGF/p75-dependent DNA integration | TR-FRET IN-LEDGF/p75 DNA integration, Eu/Cy5 | inhibition, % at 3.7 µM | AID 743269 | 0.64% of 370,000 active;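 active = inhibition above the screen-wide mean plus 3 SD, cut at about 13% in these data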;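 note: signal is the Cy5 over europium emission ratio at 671 and 618 nm; 0% = plate median of compound wells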
TCR-CD3 inh: blocks the human TCR-CD3 interaction; inhibition, % at 9.4 µM; AID 651800; 0.37% of 360,000 active; TAMRA-labeled TCR probe fluorescence, biochemical; in the data active = inhibition above about 19%;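 note: recombinant mutant TCR 2C K166C tagged with TAMRA read by polarization; 0% = receptor in buffer alone and 100% = receptor with positive control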
GC-B act: GC-B (human) receptor activation; 0.11% of 370,000 active; AID 1920062; P20594; HEK293-GC-B cells, CNP EC30, cGMP TR-FRET; 0% at EC30 CNP, 100% saturating CNP; activation, % at 10 µM;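 active = activation at 10 µM reaching about 35% in either raw or pattern-adjusted values, limit read from the data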
rCAG binder: molecules binding r(CAG) RNA repeats | AID 651821 | 1.3% of 370,000 active | r(CAG) RNA repeat, TO-PRO-1 dye displacement fluorescence | inhibition, % at 3 µM;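 active = inhibition above the plate cutoff, the mean of all test compounds on that plate plus 3 SD, cut at about 35% in these data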;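 note: 0% = DMSO alone and 100% = 100 µM mitoxantrone as full dye displacement; higher means more dye released from RNA so lower well fluorescence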
ABHD4 inh: ABHD4 (mouse) inhibition, primary FP screen | AID 720543 | inhibition, % at 8.92 µM | Q8VD66 | purified mABHD4, FP-Rh probe fluorescence polarization | 0.54% of 370,000 active;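 active = inhibition exceeding the mean over every tested compound plus 3 SD, cut at about 30% in these data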;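 note: 0% = plate median of compound wells and 100% = S159A mutant with DMSO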
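Doses – 8.92 µM, single dose · Material – wild-type mouse ABHD4 protein · Replication – single well per compound (singlicate) · Measure – percent inhibition of probe binding, normalized to plate controls · Schedule – 45 min compound pre-incubation plus 60 min probe step, 25 °C · Detection – fluorescence polarization with parallel and perpendicular emission, 525/598 nm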
HTRA1 inh: inhibitors of human serine peptidase HTRA1; Q92743; recombinant HTRA1, FP-rhodamine activity-based probe, fluorescence polarization; inhibition, % at 5.96 µM; 0.5% of 340,000 active; AID 504803; in the data active = inhibition above about 36%;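 note: 0% = enzyme with DMSO and 100% = wells lacking enzyme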
TDP2 inh: blocks human TDP2 phosphodiesterase activity; O95551; recombinant TDP2, T5PNP hydrolysis, p-nitrophenol absorbance 415 nm; inhibition, % at 12.8 µM; 0.34% of 370,000 active; AID 720702;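 active = inhibition above the mean of all tested compounds plus 3 SD, set per campaign, cut at about 25% in these data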;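 note: 0% = DMSO with enzyme and 100% = buffer with substrate but no TDP2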
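Evaluation: % inhibition relative to enzyme-containing and enzyme-free wells. Material: recombinant human TDP2. Benchmarks: enzyme-free and DMSO wells. Timing: enzyme reaction with compound for 2 h at 37 °C. Compound dosing: 12.8 µM only. Measured by: p-Nitrophenol epi absorbance. Reagent: T5PNP substrate at 5 mM, a TopII-DNA adduct mimic. Replication: single well per compound.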
MBD2 DNA inh: blocks human MBD2 binding to methylated DNA. TR-FRET, MBD2 binding to methylated oligonucleotide. inhibition, % at 4.4 µM. 0.31% of 370,000 active. AID 686964; in the data active = inhibition above about 13%
Target sequence (Q9UBB5 whole entry, looked up): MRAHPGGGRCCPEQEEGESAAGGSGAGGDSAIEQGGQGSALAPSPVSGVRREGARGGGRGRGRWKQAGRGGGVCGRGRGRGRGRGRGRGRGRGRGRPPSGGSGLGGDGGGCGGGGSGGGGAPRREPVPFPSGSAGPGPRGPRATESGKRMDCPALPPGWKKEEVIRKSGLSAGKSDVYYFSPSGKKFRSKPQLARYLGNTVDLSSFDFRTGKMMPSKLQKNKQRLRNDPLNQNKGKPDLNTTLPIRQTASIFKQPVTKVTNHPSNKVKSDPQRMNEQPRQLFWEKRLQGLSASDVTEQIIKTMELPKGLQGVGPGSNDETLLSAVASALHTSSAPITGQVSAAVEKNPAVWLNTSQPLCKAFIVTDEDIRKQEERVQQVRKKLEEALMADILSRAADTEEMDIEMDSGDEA
* marks the source's active call; other numbers are inactive results; / = no result given. Not all compounds are listed, so the mix of outcomes need not match the whole.

SMILES | SIAE inh | PRMT1 inh | LEDGF integ inh | TCR-CD3 inh | GC-B act | rCAG binder | ABHD4 inh | HTRA1 inh | TDP2 inh | MBD2 DNA inh
c1ccc(CN2CCN(CCOCCOc3cccc4ccccc34)CC2)cc1 | 1 | 6 | 3 | -6 | -1 | -11 | 14 | 5 | 5 | -3
CC(=O)c1ccc(OCc2cc(C(=O)N(C)Cc3ncc(C)[nH]3)no2)cc1 | -2 | -6 | -2 | -3 | -6 | 0 | -3 | 5 | -9 | -4
Cn1c(/N=C/c2ccccc2[N+](=O)[O-])nc2ccccc21 | 7 | 6 | -1 | 6 | -6 | 0 | 5 | 3 | 15 | -4
COc1cc(F)ccc1S(=O)(=O)N1CCN(c2ccccc2)CC1 | -2 | -3 | 2 | -1 | 2 | -3 | 9 | -9 | -6 | 4
Cc1coc2c(C)c3oc(=O)c(CCC(=O)NCCC(=O)O)c(C)c3cc12 | -3 | 0 | -4 | -1 | 0 | 7 | 7 | 7 | -18 | -3
COc1ccc(Br)c(OC)c1C(=O)NC(=O)Nc1nc(C)cc(C)n1 | -4 | 1 | -6 | -13 | 4 | -1 | 4 | 7 | -9 | -3
COc1ccc(CCNc2ccc(C(=O)O)cc2[N+](=O)[O-])cc1OC | 5 | -2 | 2 | 7 | 2 | 2 | 45* | -17 | 1 | -6
COCCNC(=O)Cc1c(C)c2c(cc(C)c3c(C(C)(C)C)coc32)oc1=O | -4 | 2 | -1 | -3 | 5 | -4 | -1 | -9 | 0 | 4
Cc1n[nH]c(=O)c2c(NC(=O)CSc3nnc(-c4ccco4)n3C)oc(C)c12 | 6 | -2 | 4 | 8 | 0 | -1 | 5 | 5 | -6 | -6
O=C(CCCOc1ccc(Br)cc1)NNC(=O)c1ccncc1 | 3 | 2 | -4 | 5 | 2 | -1 | -2 | 2 | -3 | 4
C#CCNc1ccc([N+](=O)[O-])cc1 | 2 | -1 | -2 | 4 | 0 | 0 | -3 | 1 | -4 | -2
O=C(NCc1ccc2c(c1)OCO2)c1cc(F)c(F)cc1Cl | -7 | 8 | 7 | -3 | 3 | 0 | -14 | 5 | -1 | 9
COc1ccc(COc2ccc3c(C)cc(=O)oc3c2)cc1 | -5 | 11 | -5 | -1 | 1 | 5 | -8 | -18 | -13 | 6
COC(=O)[C@]12C[C@H](CC(=O)NCc3ccc(OC)c(OC)c3)C(=O)N(Cc3ccc(Cl)cc3Cl)C1=C[C@H](C(C)C)O[C@@H]2C1CC1 | -1 | -2 | 5 | / | -1 | 4 | -10 | / | -9 | 6
O=C(COc1ccc2c(c1)oc(=O)c1ccccc12)N[C@@H](Cc1c[nH]c2ccccc12)C(=O)O | 4 | 7 | -3 | -5 | -5 | 51* | 7 | -14 | -3 | 3
Cc1ccc(OCC(=O)O/N=C(\N)c2ccccn2)cc1 | 4 | -2 | 0 | -9 | 3 | -1 | -10 | 4 | -16 | 0
CN(C)C(=O)c1ccc(NC(=O)CN2C(=O)NC3(CCCc4ccccc43)C2=O)cc1 (stereo unspecified) | 4 | -2 | 5 | -3 | 5 | -5 | 1 | 4 | 6 | -6
CS(=O)(=O)N(CC(=O)NCCSCc1ccco1)c1ccc(Cl)cc1 | 1 | 2 | -2 | 5 | -1 | -3 | 1 | 5 | 6 | 7
NC(=O)c1ccc(S(=O)(=O)N2CCSCC2)cc1 | 6 | 1 | 7 | 0 | 13 | 3 | -6 | -1 | -7 | -1
COc1ccccc1N1C(=O)c2cccc3cccc(c23)C1=O | -7 | 0 | -3 | -2 | -2 | -3 | 2 | 5 | 1 | -1

Random excerpt: 2 entries already listed
SMILES | SIAE inh | PRMT1 inh | LEDGF integ inh | TCR-CD3 inh | GC-B act | rCAG binder | ABHD4 inh | HTRA1 inh | TDP2 inh | MBD2 DNA inh
COc1ccc(COc2ccc3c(C)cc(=O)oc3c2)cc1 | -5 | 11 | -5 | -1 | 1 | 5 | -8 | -18 | -13 | 6
O=C(COc1ccc2c(c1)oc(=O)c1ccccc12)N[C@@H](Cc1c[nH]c2ccccc12)C(=O)O | 4 | 7 | -3 | -5 | -5 | 51* | 7 | -14 | -3 | 3

11 entries out of the list, ordered by length of the SMILES, highest first:
SMILES | SIAE inh | PRMT1 inh | LEDGF integ inh | TCR-CD3 inh | GC-B act | rCAG binder | ABHD4 inh | HTRA1 inh | TDP2 inh | MBD2 DNA inh
O=C(COc1ccc2c(c1)oc(=O)c1ccccc12)N[C@@H](Cc1c[nH]c2ccccc12)C(=O)O | 4 | 7 | -3 | -5 | -5 | 51* | 7 | -14 | -3 | 3
CN(C)C(=O)c1ccc(NC(=O)CN2C(=O)NC3(CCCc4ccccc43)C2=O)cc1 (stereo unspecified) | 4 | -2 | 5 | -3 | 5 | -5 | 1 | 4 | 6 | -6
Cc1n[nH]c(=O)c2c(NC(=O)CSc3nnc(-c4ccco4)n3C)oc(C)c12 | 6 | -2 | 4 | 8 | 0 | -1 | 5 | 5 | -6 | -6
COCCNC(=O)Cc1c(C)c2c(cc(C)c3c(C(C)(C)C)coc32)oc1=O | -4 | 2 | -1 | -3 | 5 | -4 | -1 | -9 | 0 | 4
Cc1coc2c(C)c3oc(=O)c(CCC(=O)NCCC(=O)O)c(C)c3cc12 | -3 | 0 | -4 | -1 | 0 | 7 | 7 | 7 | -18 | -3
COc1ccc(CCNc2ccc(C(=O)O)cc2[N+](=O)[O-])cc1OC | 5 | -2 | 2 | 7 | 2 | 2 | 45* | -17 | 1 | -6
COc1ccc(Br)c(OC)c1C(=O)NC(=O)Nc1nc(C)cc(C)n1 | -4 | 1 | -6 | -13 | 4 | -1 | 4 | 7 | -9 | -3
CS(=O)(=O)N(CC(=O)NCCSCc1ccco1)c1ccc(Cl)cc1 | 1 | 2 | -2 | 5 | -1 | -3 | 1 | 5 | 6 | 7
COc1cc(F)ccc1S(=O)(=O)N1CCN(c2ccccc2)CC1 | -2 | -3 | 2 | -1 | 2 | -3 | 9 | -9 | -6 | 4
COc1ccccc1N1C(=O)c2cccc3cccc(c23)C1=O | -7 | 0 | -3 | -2 | -2 | -3 | 2 | 5 | 1 | -1
NC(=O)c1ccc(S(=O)(=O)N2CCSCC2)cc1 | 6 | 1 | 7 | 0 | 13 | 3 | -6 | -1 | -7 | -1

Continuation.
SMILES | SIAE inh | PRMT1 inh | LEDGF integ inh | TCR-CD3 inh | GC-B act | rCAG binder | ABHD4 inh | HTRA1 inh | TDP2 inh | MBD2 DNA inh
COc1cccc(-c2noc(C3CCCN(C(=O)c4ccc(F)cc4)C3)n2)c1 (stereo unspecified) | 2 | -1 | 0 | 5 | 5 | -6 | -4 | -1 | 5 | 3
CCCCC(=O)Nc1ccc2oc(-c3cccnc3)nc2c1 | 3 | 0 | 0 | -1 | 0 | -7 | 1 | -6 | 7 | 5
COc1cccc(-n2c(SCC(=O)c3c[nH]c4ccccc34)nc3ccccc3c2=O)c1 | -14 | -2 | -4 | 0 | 10 | 6 | -9 | -13 | 5 | -1
C=CCC(C=C)S(=O)(=O)c1ccc(C)cc1 (stereo unspecified) | -2 | -2 | 1 | -5 | 1 | -1 | 2 | 2 | 1 | 0
